Assay outcomes (PubChem BioAssay)
M. tuberculosis HTS – M. tuberculosis growth inhibition, HTS (AID 449762); M. tuberculosis H37Rv growth inhibition, 7H9 media; higher % means a stronger effect; inhibition, % at 25 µM; hits with a dose series show IC50 in µM; 330,000 compounds, 0.59% hits; in the data active = a potency from the dose series; inconclusive = inhibition above about 70% without an active follow-up result;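 also: bacterial growth assessed after seven days of incubation; strong numbers were not always called active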
M. tuberculosis – growth inhibition of non-replicating M. tuberculosis (AID 488890) | 320,000 compounds, 0.39% hits | Mycobacterium tuberculosis non-replicating, growth inhibition; higher % means a stronger effect | inhibition, % at 25 µM; hits with a dose series show IC50 in µM; in the data active = a potency from the dose series; inconclusive = inhibition mostly from about 82% at the one dose, without a potency; inactive = the rest, 99 in 100 with inhibition below about 76%;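 also: plate controls were DMSO cells for no effect and high antibiotic wells for full effect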
Salmonella PhoP GFP – PhoP regulon inhibitors, Salmonella typhi PhoP promoter GFP reporter, confirmatory (AID 1850). Salmonella Typhi PhoP-promoter GFP reporter, fluorescence, 4 h; higher % means a stronger effect. inhibition, % at 50 µM, or IC50 in µM where a hit was titrated. 310,000 compounds, 0.33% hits; in the data active = a potency from the dose series; inconclusive = inhibition mostly from about 25% at the one dose, without a potency; inactive = the rest, 99 in 100 with inhibition below about 19%;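 also: 0% = induced wells with vehicle and 100% = uninduced wells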
influenza NS1A – H1N1 influenza NS1A inhibitors, functional cell based assay (AID 504329); NS1A functional cell-based assay, percent inhibition; higher % means a stronger effect; one-dose inhibition, % at 12.5 µM; IC50 in µM for titrated hits; 340,000 compounds, 0.3% hits; in the data active = a potency from the dose series; inconclusive = inhibition above about 27% without an active follow-up result; also: strong numbers were not always called active
inhibitors of VEEV – inhibitors of VEEV TC-83 cytopathic effect, confirmation, Vero cells (AID 588727); Vero cells, VEEV TC-83 cytopathic effect inhibition; higher % means a stronger effect; inhibition, % at 20 µM; hits with a dose series show IC50 in µM; 350,000 compounds, 0.13% hits; in the data active = a potency from the dose series; inconclusive = inhibition mostly from about 14% at the one dose, without a potency; inactive = the rest, 99 in 100 with inhibition below about 12%; also: strong numbers were not always called active
inhibitors of VEEV 10K pilot screen – recorded beside inhibitors of VEEV, whose call it bears; inhibition, %; measured here: 10K pilot screen inhibition
* hit, by the source's call; i = inactive; ? = inconclusive; . = not tested or not shown; & = joins results of further samples.

SMILES | M. tuberculosis HTS | M. tuberculosis | Salmonella PhoP GFP | influenza NS1A | inhibitors of VEEV | others
COc1ccc(-c2c(C)n([O-])c3c([n+]2=O)CCCCC3)cc1 | 12.8% | -9.1% | -4.7% | -12.2% | i
O=C(N/N=C/c1sc(N2CCCCC2)nc1-c1cccs1)C1CC1 | 2.4% | -16.4% | -2.1% | 9.2% | 2.2%
COc1ccccc1NC(=S)NCc1cccs1 | 4.8% | 60.9% | -0.4% | -1.5% | 0.2%
COCCN1C(=O)N(c2ccc(OC)cc2)C(=O)C1CC(=O)Nc1cccc(F)c1 (configuration not stated) | -3.0% | 1.9% | 0.2% | -2.6% | 0.4%
COc1cc(OC)cc(C(=O)NC(C(=O)Nc2ccc3c(c2)OCO3)C(C)C)c1 (configuration not stated) | -8.2% | 1.5% | . | -2.5% | 2.1%
CCOc1ccc2ccccc2c1/C=N/n1cncn1 | 0.8% | 7.2% | 0.9% | -1.9% | 8.7%
Cc1csc(NC(=O)c2nc3nc(C)cc(C)n3n2)n1 | -5.5% | -0.1% | 3.6% | 7.2% | 1.9%
CC(=O)Nc1cccc(C(=O)Nc2ccc(S(=O)(=O)NC3=NCCCCC3)cc2)c1 | 0.7% | -12.6% | 3.7% | -7.7% | 0.3%
COC(=O)C1=C(c2cccc(C#N)c2)C[C@@H]2CC[C@H]1N2C(=O)N1CCc2cc(OC)c(OC)cc2C1 | -9.2% | -18.6% | . | 15.2% | 2.4%
CC(C)Oc1ccc(CNC2CCOC(C)(C)C2)cc1 (configuration not stated) | -4.0% | 0.9% | -12.0% | -4.3% | i
CC(C)(C)c1ccc(-n2ncc3c2CCCC3NC(=O)CCn2cncn2)cc1 (configuration not stated) | 0.2% | 12.0% | -4.3% | -20.0% | 0.6%
COc1ccc(N=Cc2oc3ccc4ccccc4c3c2O)cc1 | 33.2% | 13.6% | -19.2% | -11.4% | 1.3%
C/C(=N\NS(=O)(=O)c1ccc([N+](=O)[O-])cc1)c1ccc(NC(=O)c2ccco2)cc1 | 7.6% | 13.6% | -6.0% | 6.5% | 0.9%
CC(=O)NCCOC(=O)Nc1sc(=S)n(C)c1C | -0.6% | 87.0% | -6.6% | -4.7% | 0.6%
CCn1nc(NS(=O)(=O)c2ccc([N+](=O)[O-])cc2)c2cc3cc(C)ccc3nc21 | 2.0% | -7.4% | 0.0% | 8.5% | 1.6%
O=C(c1cccc(-c2ccccc2)c1)N1CC[C@@H](N2CCC(O)CC2)[C@H](O)C1 | -2.4% | 3.1% | -2.0% | -6.3% | i
CC(C)c1ccc(NC(=O)CN2C(=O)c3ccccc3S2(=O)=O)cc1 | 4.3% | -7.7% | -10.7% | 2.5% | 2.7%
O=C(NCCC1=CCCCC1)C1CCC(=O)N(Cc2ccc(Cl)cc2)C1 (configuration not stated) | -5.4% | 30.1% | -6.5% | -3.9% | 2.3%
COc1ccc(CCNC(=O)c2cc(COc3c(F)cccc3F)on2)c(OC)c1 | -1.1% | -3.8% | 1.4% | -8.7% | 6.8%
O=C(COc1ccc(Cl)cc1)NCCN1CCCC1 | 3.0% | 3.8% | -3.9% | -6.3% | 0.0%
COc1cc(NS(=O)(=O)c2ccc(NC(=S)NC(=O)/C=C/c3ccc(F)cc3)cc2)ncn1 | -5.4% | 22.4% | -0.2% | 0.7% | 3.1%
O=C(CSc1nc2c(c(C(F)(F)F)n1)CCc1ccccc1-2)NCc1ccco1 | 0.3% | 4.0% | -12.2% | 2.4% | 0.2%
CCOc1cc(/C=N\NC(=O)Cn2nc([N+](=O)[O-])cc2C)ccc1OCc1cccc2ccccc12 | >100µM* | 2.2% | -0.7% | -7.2% | 3.8%
COC(=O)CSc1nccc(-c2cccs2)n1 | 1.2% | 25.1% | 0.0% | -4.3% | 0.9%
CC(C)(C)c1ccc(NC(=O)COC(=O)C2CCCC2)cc1 | -12.4% | 34.8% | . | -8.3% | i
O=c1c(Cl)c(N/N=C/c2ccc(Cl)cc2)cnn1-c1ccccc1 | 50.7% | 51.5% | -5.3% | -0.3% | i
Cc1cc(C)n(-c2nc3ccccc3nc2N2CCN(C(=O)c3ccc(F)cc3)CC2)n1 | -12.1% | 9.2% | 23.7% | 5.7% | i
CC(C)c1ccc(C2(C)NC(=O)N(CC(=O)NC3CCCC(C)C3C)C2=O)cc1 (configuration not stated) | -4.5% | 16.8% | . | -24.0% | 1.0%
CC(=O)c1ccc(S(=O)(=O)N2CCNC(=O)C2)cc1 | 5.8% | 1.7% | . | 6.2% | 3.0%
CCn1c(SCC(=O)NC2CCCC2)nnc1-c1ccoc1C | -3.3% | -6.5% | -6.6% | -8.7% | 0.2%

Pulled by compound from above (2):
SMILES | M. tuberculosis HTS | M. tuberculosis | Salmonella PhoP GFP | influenza NS1A | inhibitors of VEEV | others
COC(=O)CSc1nccc(-c2cccs2)n1 | 1.2% | 25.1% | 0.0% | -4.3% | 0.9%
CC(C)(C)c1ccc(NC(=O)COC(=O)C2CCCC2)cc1 | -12.4% | 34.8% | . | -8.3% | i

Carrying on:
SMILES | M. tuberculosis HTS | M. tuberculosis | Salmonella PhoP GFP | influenza NS1A | inhibitors of VEEV | others
CC(=NNC(=O)c1cccc(S(=O)(=O)N2CCOCC2)c1)c1ccc(Cl)cc1 | -5.7% | 28.4% | . | -1.1% | 0.6%
O=C(NCc1ccco1)c1nn(-c2ccccc2)c(=O)c2ccccc12 | 4.3% | -1.0% | 4.3% | 0.1% | 3.5%
COc1ccc(S(=O)(=O)N(CCCN2CCCC2=O)Cc2cc3cc(C)c(C)cc3[nH]c2=O)cc1 | . | . | . | -4.8% | 8.3%
CCOc1ccccc1NC(=O)C(OC(=O)c1ccc(CC)cc1)c1ccccc1 (configuration not stated) | 33.5% | 13.4% | 2.1% | 6.1% | 0.5%
CCC(CC)C(=O)Nc1nnc(S(=O)(=O)N2CCc3ccccc32)s1 | -5.1% | . | -4.9% | -0.3% | 3.1%
CC(=O)NC1C(=O)N(CCN2CCOCC2)c2ccc(Br)cc21 (configuration not stated) | -0.1% | 4.8% | 3.2% | -13.9% | i
Cc1ccc2cc(C(=O)O)c(C)nc2c1 | -1.4% | -2.1% | -2.8% | -4.1% | 1.5%
CCOC(=O)C1=C(C)NC(C)=C(C(=O)OCC)C1 | 4.0%&18.1% | -4.9%&12.3% | 6.8%&-6.1% | 0.7%&0.7% | 0.3%
Cc1cc(C)c([N+](=O)[O-])cc1NCC(=O)N1CCN(c2ccccc2)CC1 | 1.5% | 4.3% | 3.2% | -11.1% | i
COC(=O)c1ccc2c(c1)N(C)S(=O)(=O)c1cnc(SCC(=O)C(C)(C)C)nc1-2 | 4.5% | -19.4% | -19.8% | . | 0.6%
CC(C)(C)NC(=O)C(c1ccncc1)N(Cc1ccco1)C(=O)c1ccc(-c2ccccc2)[nH]1 (configuration not stated) | 7.8% | 3.0% | -15.0% | 5.7% | 2.3%
COc1ccc(-c2csc3ncnc(N4CCN(c5ccccc5Cl)CC4)c23)cc1 | 50.3% | 21.1% | -7.7% | -6.1% | 7.3%
O=C(O)C1OC(Oc2c(-c3ccc(O)c(O)c3)oc3cc(O)cc(O)c3c2=O)C(O)C(O)C1O (configuration not stated) | 4.6% | 0.4% | -3.4% | . | .
CC1(C)CC(NC(=O)c2ccc(Cl)c(Cl)c2)CC(C)(C)N1 | -1.0% | 23.1% | -9.3% | -4.6% | 0.5%
CCOc1cc(N2CCOCC2)c(OCC)cc1NC(=O)CSc1ncn[nH]1 | -6.7% | -1.3% | -1.5% | -8.7% | i
COc1ccc(S(=O)(=O)Nc2ccc(S(=O)(=O)Nc3cc(C)nc(C)n3)cc2)cc1OC | 3.7% | 1.0% | -7.2% | 1.0% | 1.4%
COc1ccc2[nH]c3c(N4CCN(Cc5ccc6c(c5)OCO6)CC4)ncnc3c2c1 | ? | 32.9% | 2.8% | 7.8% | 8.0%
O=S(=O)(Nc1nc2ccccc2nc1NCC1CCCO1)c1cccc(Cl)c1 (configuration not stated) | -7.5% | 23.6% | -9.9% | 9.1% | 1.4%
CC(C)OC(=O)CSc1nnc(-c2ccncc2)n1N | 14.1% | 7.0% | -21.6% | 2.1% | 6.3%
Cc1cc(-c2cc(C(=O)O)c3ccccc3n2)c(C)s1 | -5.2% | 0.1% | -0.9% | -10.2% | 2.1%
O=C(NNC(=O)C1CC1)c1ccccc1[N+](=O)[O-] | -3.6% | -10.2% | -6.8% | -7.5% | 0.9%
CSc1nc2cc(S(=O)(=O)N3CCOCC3)ccc2s1 | -4.3% | 21.6% | -17.5% | 0.7% | i | inhibitors of VEEV 10K pilot screen=0.2
CC(C)(C)c1ccccc1NC(=O)C1=COCCO1 | -4.2% | -1.9% | 6.8% | -2.4% | 1.0%
COc1ccc(NC(=O)C2CCCCN2S(=O)(=O)c2ccccc2)cc1S(=O)(=O)N1CCOCC1 (configuration not stated) | . | . | . | -20.7% | 10.3%
CCOc1ccc(S(=O)(=O)N(CC)CC)cc1NS(=O)(=O)c1ccc(F)c(F)c1F | -2.3% | 4.9% | -1.7% | -5.2% | 2.1%
C/C(=N\NC(=O)c1ccccc1)c1ccc(-n2ccnc2)cc1 | -1.4% | -5.1% | -2.2% | 2.1% | 0.8%
CCC(C)NC(=O)c1ccccc1-c1nc2ccccc2[nH]1 (configuration not stated) | 4.5% | -5.6% | -2.8% | -6.6% | 0.7%
Cc1[nH]c2ccccc2c1C(=O)CN1C(=O)C(=O)N(Cc2ccco2)C1=O | 10.7% | 14.1% | -2.8% | 8.4% | 0.9%
O=C(NCCCN1CCCC1=O)c1c(O)nc2sccn2c1=O | -1.9% | -6.4% | 2.9% | -0.5% | 2.4%
CCC(=O)Nc1c(C)nn(C(=O)CC)c1C | 3.9% | 17.4% | -5.5% | -1.4% | 0.2%
CCOC(=O)c1c(NC(=O)Cn2cnc([N+](=O)[O-])n2)sc2c1CCCC2 | 1.3% | -7.5% | -6.9% | 3.3% | 0.4%
CCCCOC(=O)c1nc[nH]c1C(=O)OCCCC | -1.7% | 1.4% | -19.2% | -11.7% | 1.4%
COc1ccnc(Oc2ccc(F)cc2)c1C(=O)N/C=N/OCc1cccc(F)c1 | 24.6% | 2.2% | -2.5% | -1.3% | 2.2%
COc1c(Br)cc(Br)cc1/C=C1/C(=O)N=C(N)N1C | 2.4% | 7.0% | -16.8% | -1.6% | 5.6%
CCn1c(COc2ccc(Cl)cc2)nnc1SCC(=O)Nc1ccc2c(c1)OCCO2 | -6.1% | 6.8% | -2.4% | -12.4% | 0.3%
COc1ccccc1/C=C/C(=O)NNC(=O)c1cc(C)oc1C | 8.9% | -10.4% | 4.2% | 8.4% | 1.1%
CCCS(=O)(=O)Nc1c(C(=O)OC)[nH]c2ccccc12 | 7.6% | -4.6% | -4.2% | -5.8% | 0.9%
CCCCN(C)CCNC(=O)CN1C(=O)CSc2ccc(S(=O)(=O)N3CCCCC3)cc21 | 9.8% | 2.9% | -35.0% | -1.7% | i
CC1CCN(CCCNC(=O)c2n[nH]c(=O)c3ccccc23)CC1 | -9.8% | -4.6% | 5.5% | 11.4% | 0.9%
COc1ccccc1Nc1nc(-c2sc(NC(=O)C(C)(C)C)nc2C)cs1 | 0.5% | 9.3% | 9.1% | 8.2% | 8.1%

Entries shown so far with a COOH group (3):
SMILES | M. tuberculosis HTS | M. tuberculosis | Salmonella PhoP GFP | influenza NS1A | inhibitors of VEEV | others
Cc1ccc2cc(C(=O)O)c(C)nc2c1 | -1.4% | -2.1% | -2.8% | -4.1% | 1.5%
O=C(O)C1OC(Oc2c(-c3ccc(O)c(O)c3)oc3cc(O)cc(O)c3c2=O)C(O)C(O)C1O (configuration not stated) | 4.6% | 0.4% | -3.4% | . | .
Cc1cc(-c2cc(C(=O)O)c3ccccc3n2)c(C)s1 | -5.2% | 0.1% | -0.9% | -10.2% | 2.1%

(next part)
SMILES | M. tuberculosis HTS | M. tuberculosis | Salmonella PhoP GFP | influenza NS1A | inhibitors of VEEV | others
O=C(Nc1cccc(C(=O)N2CCOCC2)c1)c1ncn[nH]1 | -2.0% | -12.6% | 0.6% | -5.8% | 0.7%
CCC(C)Nc1cc(C)c(C#N)c2nc3ccccc3n12 (configuration not stated) | 2.0% | 3.4% | 3.8% | -4.3% | i
C/C=N\NC(=O)CNC(=O)CNC(=O)c1ccccc1 | -6.3% | 3.3% | 4.0% | 4.2% | 1.9%
O=C(Nc1ccccc1)NC1(C(=O)NCc2ccco2)CCCCC1 | -4.2% | 3.0% | 1.8% | -1.5% | i
COc1ccc(OC)c(NC(=O)Cc2coc3cc(C)cc(C)c23)c1 | 3.5% | 3.9% | 0.6% | 5.4% | 0.3%
Fc1ccc(N2CCN(Cc3ccccn3)CC2)cc1 | -0.4% | 19.1% | -4.2% | -7.7% | i
